Bioassay records (PubChem)
NadD block: inhibitors of S. aureus NadD, primary screen, biochemical, colorimetric, uHTS; Nicotinate-nucleotide adenylyltransferase NadD (Staphylococcus aureus N315); purified NadD enzyme, colorimetric absorbance read-out; inhibition, % at 20 µM; 360,000 compounds, 0.78% hits; AID 602399, 2012; in the data active = inhibition above about 26%; also: some compounds past the cut are filed as inactive
MLLE-PAM2 inh: inhibitors of PABP1 MLLE–PAM2 peptide binding, primary screen, biochemical, fluorescence polarization, FITC-PAM2, GST-MLLE. Polyadenylate-binding protein 1 (Homo sapiens), P11940. inhibition, % at 20 µM. 360,000 compounds, 0.36% hits. AID 588489, 2011; in the data active = inhibition above about 35%, passing the limit was not always enough;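 also: plate controls were DMSO wells with GST-MLLE for no effect and wells lacking GST-MLLE protein for full effect; some results filed as inactive read as strong as hits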
CSN inh: inhibitors of CSN-mediated cullin deneddylation, primary screen, biochemical, fluorescence polarization, uHTS | Purified CSN, SCF-Nedd8-OG deneddylation | inhibition, % at 12.5 µM | 360,000 compounds, 0.38% hits;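 active = pattern-corrected inhibition above about 35%, with an unprinted fluorescence ratio check between 0.5 and 1.5, limit read from the data, passing the limit was not always enough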;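 also: 0% = enzyme with substrate and 100% = substrate without enzyme; some results filed as inactive read as strong as hits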
Target sequence (Q92905 whole entry, looked up, one chain of several): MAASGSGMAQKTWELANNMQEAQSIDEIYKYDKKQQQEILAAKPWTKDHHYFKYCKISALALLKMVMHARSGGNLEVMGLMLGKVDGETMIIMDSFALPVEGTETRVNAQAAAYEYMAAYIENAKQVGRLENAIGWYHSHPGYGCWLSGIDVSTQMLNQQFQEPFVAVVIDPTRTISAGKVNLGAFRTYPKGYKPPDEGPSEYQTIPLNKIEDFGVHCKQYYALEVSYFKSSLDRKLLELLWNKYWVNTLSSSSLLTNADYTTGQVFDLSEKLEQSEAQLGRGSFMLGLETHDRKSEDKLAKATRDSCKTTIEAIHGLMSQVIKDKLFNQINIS
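Assay system: purified human Csn5 enzyme expressed in HEK293T cells; Input: 0.24 nM Csn5 enzyme, final concentration; Reagent: 10 nM SCFSkp2-Nedd8OG; Compound dosing: 12.5 µM single point; Times: reaction 90 min, room temperature; Technique: fluorescence polarization readout.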
DNMT1 inh: human DNMT1 methyltransferase inhibitors, primary screen, biochemical, molecular beacon, fluorescence, HinP1I cleavage, uHTS; DNA (cytosine-5)-methyltransferase 1 (Homo sapiens), P26358; inhibition (reported as % activation of signal), % at 10 µM; 360,000 compounds, 0.83% hits; in the data active = inhibition above about 50%
Rpn11 block: Rpn11 (PSMD14) deubiquitinase inhibitors, primary screen, biochemical, fluorescence polarization, uHTS; 360,000 compounds, 0.59% hits; human 26S proteasome, Ub4-pepOG fluorescence polarization; 20S core pre-blocked with epoxomicin; 26S proteasome non-ATPase regulatory subunit 14 (Homo sapiens), O00487; calls only at 20 µM; AID 588493, 2011;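 active = inhibition at 20 µM, scaled to each plate's controls, above about 33%, limit read from the data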
Scp-1 inhibitor: Scp-1 phosphatase inhibitors, primary screen, biochemical, colorimetric, uHTS. inhibition, % at 20 µM. 340,000 compounds, 0.88% hits. AID 493091, 2011. Recombinant Scp1, phosphopeptide, malachite green phosphate absorbance. Carboxy-terminal domain RNA polymerase II polypeptide A small phosphatase 1 (Homo …;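 active = inhibition above about 50% at 20 µM, limit read from the data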;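 also: plate controls were DMSO wells with enzyme for no effect and wells lacking enzyme for full effect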
Target sequence (Q9GZU7 76-261 limits assumed): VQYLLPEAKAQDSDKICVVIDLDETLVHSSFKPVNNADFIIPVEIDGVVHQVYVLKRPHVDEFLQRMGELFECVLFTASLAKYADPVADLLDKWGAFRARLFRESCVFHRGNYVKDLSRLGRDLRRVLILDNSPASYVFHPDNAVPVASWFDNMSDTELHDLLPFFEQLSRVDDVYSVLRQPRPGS
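Test system – truncated SCP-1 phosphatase (76-261aa) · Reagent – Phosphorylated 17-residue peptide substrate · Incubation – 45 min room-temperature reaction, 5 min colour, 30 min stabiliser · Detection – colorimetric phosphate reagent with accelerator and stabiliser, absorbance at 630 nm · Measure – % inhibition at 20 µM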
LMPTP block: LMPTP phosphatase inhibitors, primary screen, biochemical, fluorescence intensity, uHTS; recombinant LMPTP-A, OMFP fluorogenic substrate; AID 651560, 2012; Low molecular weight phosphotyrosine protein phosphatase (Homo sapiens), P24666; 360,000 compounds, 0.22% hits; inhibition, % at 20 µM;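 active = compounds that cut the enzyme signal by at least half of the control window in the single-dose screen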;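 also: plate controls were DMSO wells with enzyme plus substrate for no effect and substrate without enzyme for full effect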
Target sequence (P24666 whole entry, looked up): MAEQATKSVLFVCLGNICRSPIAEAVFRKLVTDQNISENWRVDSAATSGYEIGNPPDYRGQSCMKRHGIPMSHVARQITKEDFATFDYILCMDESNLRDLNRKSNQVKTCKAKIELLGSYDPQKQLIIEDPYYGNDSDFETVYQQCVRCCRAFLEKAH
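Material: LMPTP-A; amount: 0.625 nM enzyme; doses: single 20 µM dose; times: reaction 50 min, room temperature, dark; technique: fluorescence intensity of OMFP turnover product; benchmarks: no-enzyme and uninhibited controls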
SUMO1 PPI mod: modulators of SUMO1 protein-protein interactions, primary screen, biochemical, uHTS | Small ubiquitin-related modifier 1 (Homo sapiens), P63165 | SUMO1 binding to a labelled peptide, TR-FRET, 1 h | AID 602429, 2012 | inhibition, % at 20 µM | 360,000 compounds, 0.33% hits; in the data active = inhibition above about 37%
Target sequence (P63165 whole entry, looked up): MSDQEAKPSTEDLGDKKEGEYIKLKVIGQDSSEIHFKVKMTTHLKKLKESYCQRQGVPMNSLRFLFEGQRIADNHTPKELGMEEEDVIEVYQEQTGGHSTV
Tb MetRS inh: T. brucei MetRS inhibitors, primary screen, biochemical, luminescence; methionyl-tRNA synthetase (Trypanosoma brucei brucei); purified T. brucei MetRS, ATP depletion, Kinase-Glo luminescence; inhibition, % at 11.9 µM; 360,000 compounds, 0.4% hits; AID 624268, 2012;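 active = inhibition above a per-plate cutoff of the control wells' mean inhibition plus 3 SD, cut at about 5.5% in these data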;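 also: 0% = DMSO wells median and 100% = median of wells with control inhibitor compound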
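Test system – parasite MetRS enzyme · Reagent – substrates ATP, L-methionine and bulk Escherichia coli tRNA · Doses – 11.9 µM compound single dose, 0.9% DMSO · Times – 15 min enzyme-compound preincubation, 2 h reaction, 10 min detection, 25 °C · Signal – Kinase-Glo luminescence, ATP depletion format · Controls – DMSO-only wells as low control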
STEP block: STEP phosphatase inhibitors, primary screen, biochemical, fluorescence intensity, uHTS; recombinant STEP, OMFP fluorogenic substrate; inhibition, % at 20 µM; 360,000 compounds, 0.25% hits;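 active = inhibition at 20 µM, scaled per plate between control wells, above about 37%, limit read from the data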;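 also: 0% = DMSO with enzyme and substrate and 100% = substrate only without enzyme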
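System: STEP phosphatase, cell-free reaction; Buffer or medium: Bis-Tris pH 6.0 buffer with DTT, detergent; Incubation: 20 min at room temperature, dark; Measured by: fluorescence, 480/540 nm.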
* = called active by the depositor; i = inactive; nt = no result given.

SMILES	NadD block	MLLE-PAM2 inh	CSN inh	DNMT1 inh	Rpn11 block	Scp-1 inhibitor	LMPTP block	SUMO1 PPI mod	Tb MetRS inh	STEP block
NC(=O)NCCN1CCN(c2ncc(C(F)(F)F)cc2Cl)CC1	7	11	-2	2	i	-6	-1.3	1	-0.2	-1
O=C(Cn1cnc2c(nnn2-c2cccc(Cl)c2)c1=O)N1CCCC1	-5	12	0	0	i	-4	0.4	-2	-0.9	0
CC(c1cccs1)N(Cc1ccco1)C(=S)Nc1ccccc1Cl (stereo not drawn)	-4	-13	7	-3	i	-14	1.4	2	0.1	1
CC(=O)Nc1ccc(Oc2cc(NC(C)=O)cc([N+](=O)[O-])c2)cc1	-1	1	-15	-5	i	-3	1.2	-28	-0.4	2
CCc1nnc(NC(=O)CSc2nnc(-c3ccc(O)cc3)n2C)s1	-8	-3	-6	1	i	-5	-1.4	4	-1.3	-3
CCOC(=O)N/N=C(/C)c1cccc(-n2cnnn2)c1	-3	1	0	4	i	-1	1.7	-1	0.5	0
COc1ccc(CCNC(=O)COC(=O)c2cccn2C)cc1	0	-12	7	-1	i	-8	0.4	4	0.0	-2
CN(Cc1ccccc1)C(=O)c1nc2ccccn2c1CNCCCOc1cccnc1	-4	1	0	-1	i	-20	-0.3	2	-0.2	-1
CCC(=O)c1cn(CC(=O)Nc2cc(C)ccc2C)c2ccccc12	-9	14	4	7	i	-4	-1.9	-7	-0.3	2
O=C(CSC(=S)N1CCCC1)NCC(=O)Nc1ccc(F)c(F)c1	-4	-1	-3	1	i	-1	-0.3	4	-0.1	0
O=C(Nc1ccccc1)Nc1ccc(Br)c(Cl)c1	-3	-12	2	8	i	-7	0.2	-2	3.3	-2
O=C(NNc1c(F)c(F)cc(F)c1F)c1cc2ccccc2oc1=O	-6	-7	-2	2	i	-11	-2.1	-17	-0.3	-1
CSc1nc(S(=O)(=O)c2ccc(C)cc2)c(N2CCOCC2)s1	-4	-37	2	3	i	nt	-0.6	-13	0.1	-1
Cc1oc(-c2cccc(Cl)c2)nc1CS(=O)(=O)CC(=O)NCCCN1CCOCC1	1	-8	1	-14	i	-5	-3.9	4	-0.2	-3
C[C@H]1CN([C@@H](C)CO)C(=O)CCCn2cc(nn2)CO[C@@H]1CN(C)S(=O)(=O)c1ccccc1C#N	-1	-6	1	9	i	nt	-2.4	2	-1.4	-2
CNC(=S)N1N=C(c2ccccc2)CC1c1ccc(Br)cc1 (stereo not drawn)	2	0	2	-1	i	-12	3.2	-5	0.1	2
CC(=O)NC1CC2CCCC(C1)N2S(=O)(=O)c1cccc(F)c1 (stereo not drawn)	4	4	1	-2	i	-5	-1.3	-3	-0.6	3
Cc1cc(C)c2ccc(C(=O)O)nc2c1O	-3	8	0	3	i	0	-2.2	-4	0.6	2
CSc1ccc(Cl)c(C(=O)N(C)CC(=O)Nc2ccc(N3CCOCC3)cc2)c1	4	-2	1	9	i	6	-0.8	1	0.0	-2
NCCCC[C@@H](C(=O)N1CCNCC1)n1cc([C@@H](N)CC(N)=O)nn1	4	1	3	7	i	0	-13	-29	-0.2	0
CCN(CC)C(C)C(=O)NCC1(c2ccccc2)CCOCC1 (stereo not drawn)	-3	-3	-1	3	i	0	-1.7	-3	-0.6	-2
O=C(Nc1ccc(-c2cn3ccccc3n2)cc1)c1ccc(Cl)cc1	12	-1	4	53*	i	-1	36	3	0.2	9
CC(=O)NC1C(O)OC(CO)C(O)C1O (stereo not drawn)	2	6	-1	6	i	24	-0.8	5	-1.0	2
O=C(CSc1nccn(-c2ccc(Br)cc2)c1=O)NCc1ccccc1	0	28	-7	-1	i	-6	-0.4	-31	-0.2	-1
Cc1cc(C(=O)Nc2ccc(Br)cc2)c2ccccc2n1	-4	-7	1	-3	i	1	-1.0	-2	-0.1	0

(more compounds)
SMILES	NadD block	MLLE-PAM2 inh	CSN inh	DNMT1 inh	Rpn11 block	Scp-1 inhibitor	LMPTP block	SUMO1 PPI mod	Tb MetRS inh	STEP block
Cn1cccc1C(=O)NC(=O)COC(=O)c1ccc(S(C)(=O)=O)c([N+](=O)[O-])c1	-7	-25	-2	-6	i	-10	-0.5	-16	-0.2	-3
CCCC(=O)Nc1ccc(Cl)c(NC(=O)CC)c1	0	18	-4	-1	i	-2	-1.1	-3	0.3	0
Cc1nn(CC(=O)O)c(C)c1NC(=O)c1cccs1	8	8	-6	2	i	2	-1.6	1	-0.1	-1
CC1CCN(CC(O)COc2ccc(OCC(O)CN3CCC(C)CC3)cc2)CC1 (stereo not drawn)	-1	-8	2	-1	i	-9	-1.5	7	-1.0	3
COc1ccc(-n2nc3c(c2NC(=O)COc2ccccc2)CS(=O)C3)cc1 (stereo not drawn)	-10	-5	0	1	i	-2	-0.1	-1	-0.1	1
CCOC(=O)C1CCN(C(=O)Cn2nc(C)n3c(cc4cc(F)ccc43)c2=O)CC1	1	8	-2	2	i	-5	-0.4	-16	0.2	-2
COc1ccc(-n2c(SCC(=O)O)nc3sc4c(c3c2=O)CCC4)cc1	10	-6	3	4	i	7	1.1	-3	-0.4	-3
COc1ccc(CCNC(=O)c2c(O)c3c([nH]c2=O)CCCC3)cc1OC	0	1	1	1	i	-7	0.9	2	0.2	4
Cc1nn(Cc2cccc(F)c2)c(C)c1NC(=O)c1ccc(COc2ccccc2Cl)cc1	-3	-1	-2	-17	i	5	8.1	1	-0.2	-1
NNC(=O)Cn1nc2n(c1=O)-c1ccccc1SC2	1	1	0	-2	i	7	-0.5	-2	0.0	0
Cc1noc(C)c1C(=O)N1CCN(Cc2ccc3c(c2)OCO3)CC1	-3	12	2	1	i	-6	-1.2	-4	0.0	-4
O=C(CCc1ccccc1)NNC(=O)c1ccccn1	-2	8	-2	0	i	-5	0.1	-2	-0.4	-1
COc1ccc(C2c3c(oc4ccccc4c3=O)C(=O)N2c2ccccn2)cc1OC (stereo not drawn)	-3	5	2	2	i	-4	0.5	-3	1.6	-1
CC1Nc2nc(NC(=O)C(C)(C)C)[nH]c(=O)c2N(C)C1C (stereo not drawn)	-3	2	2	1	i	-10	-1.2	-2	-0.3	-4
CC1CCC2(CC1)NC(=O)N(Cc1nnc(-c3cccs3)o1)C2=O (stereo not drawn)	-3	-1	1	3	i	-5	-1.4	0	-0.3	1
Cc1ccc(NC(=O)Cn2c(=O)oc3ccccc32)cc1	-4	-2	-2	2	i	-4	-1.2	2	-0.1	1
CC(C)CN1C(=O)c2ccc(C(=O)Nc3ccc(O)cc3C(=O)O)cc2C1=O	-4	-2	-5	-1	i	-12	-0.2	-25	0.0	-2
CC1CCCCN1Cc1ccc(-c2nn[nH]n2)cc1 (stereo not drawn)	-6	-6	-3	1	i	-6	0.3	0	-0.6	-13
CC(=O)N1c2ccc(S(=O)(=O)N3CCC(C(=O)N4CCN(c5ccccc5F)CC4)CC3)cc2CC1C (stereo not drawn)	1	14	1	-1	i	7	-1.0	-3	-0.4	-1
Cc1ccc(S(=O)(=O)CCC(=O)OCC(=O)c2ccc(C)c(C)c2)cc1	-3	4	-2	-2	i	-14	-0.3	2	0.4	1
Cc1nc2ccc(Br)cc2c(-c2ccccc2)c1C(=O)O	-1	-5	5	3	i	-2	-2.4	0	0.2	1
COc1ccc(/C=C2\SC(=S)N(CCCC(=O)N3CCOCC3)C2=O)cc1	-17	22	-2	-3	i	-12	2.1	-19	-0.6	2
COc1ccc(N=C2NN=C(c3ccc4c(c3)OCCO4)CS2)cc1	22	-93	6	-17	i	3	-1.5	-12	0.1	4
Cc1ccc(S(=O)(=O)NCCC(=O)Nc2cccc(S(N)(=O)=O)c2)cc1C	-14	-11	4	0	i	1	-0.5	-1	-0.6	0
COc1ccc(C(=O)NNC(=O)C2CCN(S(=O)(=O)c3ccc(C)cc3)CC2)cc1	0	-20	-5	0	i	1	-1.2	1	-0.1	0

Further compounds follow.
SMILES	NadD block	MLLE-PAM2 inh	CSN inh	DNMT1 inh	Rpn11 block	Scp-1 inhibitor	LMPTP block	SUMO1 PPI mod	Tb MetRS inh	STEP block
COc1cccc(/C=C/C(=O)NNC(=O)c2cc(C)oc2C)c1	1	-10	-4	0	i	1	0.7	-7	0.0	10
Cc1csc(SCC(=O)Nc2nncs2)n1	-15	11	3	1	i	1	-1.1	0	0.6	-2
Nc1ccc2nc(-c3cccc(-c4nc5ccc(N)cc5[nH]4)c3)[nH]c2c1	39*	9	1	-8	i	-10	46	10	0.1	18
CC(C)n1ncc2c(C(=O)N3CCN(c4ccc(F)cc4)CC3)cc(-c3ccccc3)nc21	1	4	-2	-6	i	-2	4.7	3	-0.2	-1
CN(Cc1ccccc1)S(=O)(=O)c1ccc(OCC(=O)NCc2ccccn2)cc1	2	5	4	3	i	-4	-2.0	2	3.2	-2
O=C(NC1CCCCC1)C(c1cccnc1)N(C(=O)c1ccc(Cl)nc1)C1CCCCC1 (stereo not drawn)	-1	3	0	-1	i	-3	-0.7	5	-0.2	0

Full records, looked up by structure.
COc1cccc(/C=C/C(=O)NNC(=O)c2cc(C)oc2C)c1 as listed: NadD block = 1; MLLE-PAM2 inh = -10; CSN inh = -4; DNMT1 inh = 0; Rpn11 block = i; Scp-1 inhibitor = 1; LMPTP block = 0.7; SUMO1 PPI mod = -7; Tb MetRS inh = 0.0; STEP block = 10
Cc1csc(SCC(=O)Nc2nncs2)n1 as listed: NadD block = -15; MLLE-PAM2 inh = 11; CSN inh = 3; DNMT1 inh = 1; Rpn11 block = i; Scp-1 inhibitor = 1; LMPTP block = -1.1; SUMO1 PPI mod = 0; Tb MetRS inh = 0.6; STEP block = -2
